# Yeast life ext: compounds extending yeast replicative lifespan, primary screen, S. cerevisiae, OD615 | S. cerevisiae growth with nicotinamide; deaD strain in restrictive glucose medium | inhibition of the nicotinamide effect, % at 10 µM | 130,000 compounds, 0.68% hits;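 active means inhibition above a set limit, placed 3 SD over the median of all compounds, cut at about 26% in these data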;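 further: 0% = nicotinamide-treated wells and 100% = cells grown without nicotinamide; some compounds called inactive have numbers as strong as hits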
#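 Test system – modified budding yeast, DeaD strain · Compound – single dose 10 µM compound, 0.25% DMSO · Times – culture preincubation 4 h, compound exposure 48 h, both 30 °C · Detection – optical density (absorbance) at 615 nm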
# NPY-Y2 antag: NPY-Y2 receptor antagonists, primary screen, cell-based; Neuropeptide Y receptor type 2 (Homo sapiens), P49146; NPY-Y2 expressing cells, antagonist mode; inhibition, % at 2.7 µM; 140,000 compounds, 0.99% hits; AID 793, 2007; in the data active means inhibition above about 17%;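 further: 0% = vehicle with agonist challenge and 100% = reference antagonist with challenge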
# Target sequence (P49146 whole entry, looked up): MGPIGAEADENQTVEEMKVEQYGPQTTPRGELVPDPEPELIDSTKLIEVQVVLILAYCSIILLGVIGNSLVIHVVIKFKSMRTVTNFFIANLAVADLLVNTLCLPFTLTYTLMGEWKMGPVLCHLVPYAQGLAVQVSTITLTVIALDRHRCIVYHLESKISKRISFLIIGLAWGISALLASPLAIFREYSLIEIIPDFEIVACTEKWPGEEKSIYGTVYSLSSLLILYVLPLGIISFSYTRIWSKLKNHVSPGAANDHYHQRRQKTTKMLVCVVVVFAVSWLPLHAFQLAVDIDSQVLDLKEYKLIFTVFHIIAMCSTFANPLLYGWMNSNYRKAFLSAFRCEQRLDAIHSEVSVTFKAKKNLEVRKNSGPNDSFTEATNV
# Phagocyt inh: inhibitors of macrophage phagocytosis, primary screen, imaging, J774A.1 cells, IgG beads | J774A.1 macrophage IgG-bead phagocytosis | inhibition, % at 5 µM | 110,000 compounds, 0.07% hits;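 active means inhibition above the mean of the plate negative controls plus 5 SD, cut at about 13% in these data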;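 further: phagocytic index as fraction of beads internalized from green versus red external bead signal; plate controls were DMSO negative control for no effect and cytochalasin-D positive control for full effect; some results beyond the cut were filed as inactive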
# GALR2 antag: GALR2 antagonists in receptor-expressing cells, primary screen. inhibition, % at 4 µM. 140,000 compounds, 0.39% hits. antagonist mode. Galanin receptor type 2 (Homo sapiens), O43603; in the data active means inhibition above about 27%;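 further: cells stimulated with galanin 1-16 at roughly its EC80; 0% = agonist challenge control and 100% = basal control without agonist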
# Target sequence (O43603 whole entry, looked up): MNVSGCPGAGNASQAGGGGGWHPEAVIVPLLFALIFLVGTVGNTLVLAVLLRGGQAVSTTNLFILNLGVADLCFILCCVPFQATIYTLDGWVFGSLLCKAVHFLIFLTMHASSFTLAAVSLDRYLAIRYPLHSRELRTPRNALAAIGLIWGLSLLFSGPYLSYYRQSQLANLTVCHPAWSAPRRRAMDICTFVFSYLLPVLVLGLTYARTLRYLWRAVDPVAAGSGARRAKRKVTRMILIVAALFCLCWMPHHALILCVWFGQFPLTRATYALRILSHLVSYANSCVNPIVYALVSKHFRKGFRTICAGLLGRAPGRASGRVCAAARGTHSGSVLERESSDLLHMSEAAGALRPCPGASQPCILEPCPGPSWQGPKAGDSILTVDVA
# E-sel TNF inh: E-selectin induction blockers in HUVEC – imaging, immunofluorescence, high content, primary screen; AID 1246, 2008; HUVEC TNFa-induced E-selectin immunofluorescence; inhibition, % at 2 µM; 120,000 compounds, 0.71% hits;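 active means inhibition above the batch mean plus 3 SD, and confirmed as a hit on visual image review, cut at about 43% in these data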;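 further: 0% = TNF-stimulated DMSO wells and 100% = unstimulated control wells; not every result past the cut was called active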
# PTEN del growth: growth suppression of PTEN-null HCT116, primary screen, cell-based, CellTiter-Glo; HCT116 PTEN-null viability, 60 h; hits give low values; viability, % at 10 µM; 140,000 compounds, 1.2% hits;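 active means viability at or below a set limit, 4 SD under the median of all tested compounds, cut at about 3.7% in these data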;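 further: PTEN knockout HCT116 line with beta catenin targeted HCT116 as companion control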
# MRP1 act: H69AR viability gain despite doxorubicin, primary screen, MRP-1 activator project, H69AR cells, CellTiter-Glo; viability increase, % at 10 µM; viability rescue; 140,000 compounds, 0.61% hits; AID 799, 2007;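 active means viability gain under doxorubicin at or above a set limit, the compound median plus 3 SD, cut at about 4.7% in these data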;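 further: MRP-1 overexpressing cells given doxorubicin 25 µM after compound pretreatment; 18-22 h compound pretreatment then 72 h with doxorubicin before readout; 0% = doxorubicin-only wells and 100% = vehicle-treated cells without doxorubicin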
# BB579 growth dn: growth inhibitors of yeast BB579 in restrictive medium, primary screen, yeast lifespan-shortening project, S. cerevisiae. OD615, 48 h. inhibition, % at 10 µM. 140,000 compounds, 0.51% hits. AID 804, 2007;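 active means inhibition above a set limit, 3 SD over the mean compound inhibition, cut at about 44% in these data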; further: inactives centre near -24
#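 test system = yeast BB579 (DeaD) | buffer or medium = restrictive CSMM-D medium | doses = single compound dose of 10 µM, 0.25% DMSO final | times = 4 h preincubation and 48 h exposure at 30 °C | technique = culture absorbance at 615 nm | benchmarks = amphotericin B 10 µg/mL, positive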
# HCT116 bCat-KO: primary screen for growth suppressors in beta-catenin knockout HCT116 cells (colon tumor, human). viability, % at 10 µM. HCT116 beta-catenin knockout viability, CellTiter-Glo, 60 h; hits give low values. AID 818, 2007. 140,000 compounds, 1.5% hits;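 active means viability at or under a set limit, the compound median less 4 SD, cut at about 6% in these data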;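 further: 0% = Hyamine 1622 control at 20 µM and 100% = untreated cell control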
# Measles CPE: compounds protecting cells from measles virus cytopathic effect, primary screen, measles RdRp inhibitor project, single point, MLSMR library, absorbance; Measles virus-infected cells, CPE protection; protection (pct of control), % at 4 µM; 140,000 compounds, 1.5% hits; AID 841, 2007; in the data active means protection mostly above about 24%, no sharp cut-off; inactive means mostly below about 26%; further: some compounds called inactive have numbers as strong as hits
# * = called active by the depositor; / = not tested or not shown.
SMILES,Yeast life ext,NPY-Y2 antag,Phagocyt inh,GALR2 antag,E-sel TNF inh,PTEN del growth,MRP1 act,BB579 growth dn,HCT116 bCat-KO,Measles CPE
Cn1c(=O)c2c(nc(SCC(=O)NCc3ccc4c(c3)OCO4)n2Cc2ccc(Cl)cc2)n(C)c1=O,/,-0.8,/,1.4,-4.2,81.4,-1.9,-32.5,84.7,14.0
CCCOc1ccc(CN(CCC#N)C(=S)NC(=O)c2ccccc2)cc1,12.1,2.3,-2.7,5.6,/,22.0,-1.4,0.6,26.0,0.7
COc1cc(NC(=O)CSc2ccccc2)c(C(=O)O)cc1OC,6.4,7.9,-8.4,-8.5,24.4,88.6,1.8,-27.4,103.3,17.7
CCn1c(N)c(C(=O)NC)sc1=S,-3.6,5.5,-2.9,3.4,/,60.7,-5.4,-8.8,54.6,29.6
Cc1cc(C)c(C#N)c(SCS(=O)c2ccc(C(C)(C)C)cc2)n1 (stereo unspecified),-3.5,6.2,/,8.2,18.4,75.7,0.2,4.1,74.9,4.0
CCCCCOc1ccc(C(=O)NCC(=O)NCC(=O)OCC)cc1,-4.9,4.0,-0.4,9.3,11.2,36.1,-1.7,-36.5,35.9,6.7
CC(C)Cn1c(=O)c2ccccc2c2ccccc2c1=O,-5.8,3.0,0.3,1.6,0.5,95.5,-1.6,-8.8,94.6,4.1
S=c1[nH]nc(Cc2ccccc2)n1-c1ccccc1,-7.0,-0.3,-0.3,-4.0,-8.3,105.9,-0.3,-9.9,105.9,20.3
COc1ccc(N(CC(=O)N/N=C/c2cccs2)S(=O)(=O)c2ccc(OC)c(OC)c2)cc1,-8.3,2.3,/,-6.1,/,93.7,-3.9,-58.4,86.5,15.7
COc1cccc(N2CCN(C(=O)NC3CCCCC3)CC2)c1,-13.2,-2.2,0.8,1.8,9.1,88.8,0.2,-43.9,87.8,13.9
COc1ccc(CNC(=O)CN=C2NC(=O)C(c3ccccc3)(c3ccccc3)N2)cc1,-3.3,-1.1,-5.0,-5.5,/,75.8,-0.1,-44.1,69.1,5.7
CCC1(O)CC(C(=O)OC)=NN1C(=O)c1ccccc1 (stereo unspecified),-8.2,1.5,-0.2,7.7,6.2,87.3,-1.5,-32.1,101.6,2.2
COc1ccc(NC(C)=O)cc1NC(=O)CSc1nnc(-c2ccccn2)n1C,-2.0,-0.7,2.8,9.8,/,99.4,0.3,5.3,97.3,13.8
CC(=O)/C=C(\C)Nc1ccc(-c2cnc(-c3ccccc3)o2)cc1,-26.7,-1.2,/,2.6,/,93.1,-1.0,-38.2,73.9,10.5
CSc1ccc(C(=S)N2CCN(C(c3ccccc3)c3ccccc3)CC2)cc1,-8.4,3.0,-0.2,-3.0,14.5,78.3,-1.4,-61.9,86.3,3.4
CCOC(=O)CCS(=O)(=O)c1nc(-c2ccccc2)cc(C(F)(F)F)n1,67.2*,3.6,1.9,19.2,48.1,95.6,-2.8,-32.0,90.2,6.8
CCOC(=O)C1=C(c2ccccc2)N=C2SCC(=O)N2C1c1cccc(OC)c1 (stereo unspecified),-10.0,-4.2,0.0,2.8,2.6,97.9,-1.8,-34.6,102.3,11.0
COc1cc(NC(=O)c2cccs2)c(C(=O)OCC(=O)NCc2ccccc2)cc1OC,-14.2,-1.1,-0.5,-8.2,8.8,107.0,0.2,-11.1,103.7,7.9
O=C(NNc1ccc(C(F)(F)F)cc1[N+](=O)[O-])c1ccc(NS(=O)(=O)c2ccc(F)cc2)cc1,8.3,-6.3,-9.5,-5.6,-21.2,72.3,1.0,-46.6,81.3,13.4
CCCCn1nc2cc(C(=O)NCc3ccccc3)ccc2c1OCC,-18.1,-0.1,/,-0.8,-31.1,93.4,-1.6,-48.5,100.0,3.1
O=C(OCC(=O)N(C1CCCCC1)C1CCCCC1)c1ccco1,0.8,3.3,0.0,-6.9,15.0,104.8,0.0,6.2,101.2,6.4
Cc1ccc(-c2csc3nnc(SCC(=O)NCc4ccc5c(c4)OCO5)n23)cc1,-16.5,-0.5,/,9.3,-10.8,73.6,-0.3,-65.4,73.0,10.6
CCOC(=O)c1cc(-c2ccccc2)sc1NC(=O)C(C)OC(=O)c1ccncc1 (stereo unspecified),2.1,-0.3,/,12.9,/,65.2,-2.8,-44.2,58.8,10.5
NS(=O)(=O)c1cc(C(=O)NCCOc2ccccc2)c(Cl)cc1Cl,6.9,4.1,-4.2,-1.1,/,81.5,-3.5,-14.8,78.4,7.7
CC(C)CCn1nnnc1C(c1ccccc1F)N1CCC(C(N)=O)CC1 (stereo unspecified),-5.5,1.3,-0.5,15.8,-38.9,97.5,-1.5,-21.9,95.0,3.1
# Next part
SMILES,Yeast life ext,NPY-Y2 antag,Phagocyt inh,GALR2 antag,E-sel TNF inh,PTEN del growth,MRP1 act,BB579 growth dn,HCT116 bCat-KO,Measles CPE
O=C1COc2ccc(C(=O)NCc3ccc4c(c3)OCO4)cc2N1,-12.6,2.5,-0.1,-0.3,1.5,99.8,-3.2,-31.3,91.3,9.8
COc1cc2c(cc1OC)C1=NC(=O)CN1C(SCc1ccc(C)cc1)=N2,-14.4,2.6,4.1,0.8,-22.3,65.8,-3.4,-49.6,79.0,5.8
O=C1CCCN1c1ccc(S(=O)(=O)Oc2cccc(Cl)c2)cc1[N+](=O)[O-],-20.2,0.1,/,-1.5,13.7,77.1,-2.6,-65.2,81.3,11.1
COc1ccc(N2CCN(C(=O)Nc3ccc(S(=O)(=O)N(C)C)cc3)CC2)cc1,-21.4,-1.2,-0.5,8.0,5.0,88.3,-0.9,-35.7,93.3,14.0
Cc1ccc(/C=N/Nc2cccc3cccnc23)c(O)c1,-4.0,2.6,-1.5,15.4,6.8,71.3,-3.4,-27.9,65.8,32.9
N#CCCN(Cc1ccccc1)C(=S)NC(=O)c1ccccc1,4.6,3.6,0.1,3.0,-20.4,34.5,-0.9,-43.4,39.0,24.7
CCn1c(CNC(C)=O)nnc1SCC(=O)c1ccc(Br)cc1,-3.5,3.1,2.0,-9.9,4.8,98.0,-2.2,5.4,92.7,1.0
C=C(C)CN(CC)C(=O)COc1ccc(S(=O)(=O)Nc2ccc(OC)cc2)cc1,108.5*,7.1,-0.1,-3.1,-1.2,76.2,-1.2,2.7,75.2,7.8
C=CCN=C1NN=C(c2cc(C)n(CCOC)c2C)CS1,-1.6,-1.0,-8.7,-8.0,/,90.5,-2.1,2.7,89.3,6.1
CC(OCC(O)CN(C)CCOc1ccccc1)c1ccc(Cl)cc1 (stereo unspecified),-1.2,9.1,-0.1,-7.9,-12.8,86.1,-1.7,-27.2,72.1,31.1
O=C(O)CCCN=CC1=C(O)C(C(=O)c2ccccc2)CCC1=O (stereo unspecified),/,0.4,/,4.6,-18.2,93.1,2.5,-36.9,92.9,3.8
CCOc1ccccc1N1CCN(C2=C(NS(=O)(=O)c3cccs3)C(=O)c3ccccc3C2=O)CC1,-6.6,-11.8,-1.1,-2.5,4.4,58.1,-3.1,-19.9,63.4,27.7
O=C(COC(=O)Cc1ccsc1)Nc1ccc(S(=O)(=O)N2CCOCC2)cc1,3.7,2.8,-1.2,0.8,-5.1,89.1,-0.9,-11.3,94.7,5.0
N#Cc1cn(CCOc2ccc(F)cc2)c2ccccc12,/,1.0,/,18.9,-0.5,71.8,-1.9,-51.9,67.2,13.8
Cc1sc(N2C(=O)C3C4C=CC(C4)C3C2=O)c(C#N)c1C (stereo unspecified),7.3,0.0,5.2,-0.2,/,95.4,-1.1,-0.7,88.4,10.5
CCOCCCNS(=O)(=O)c1ccc(NC(=O)c2ccc([N+](=O)[O-])cc2Cl)cc1,-3.6,0.1,-3.1,-0.8,-18.2,79.5,-2.6,-33.2,86.2,7.4
Cc1ccnc2nc(C(=O)NCCc3ccc(F)cc3)nn12,-6.8,1.3,-0.2,-8.5,-26.5,96.0,-1.3,-18.8,98.3,8.5
Cc1cc(C)cc(OCC(=O)Nc2ccccc2C(=O)NCc2ccco2)c1,-4.8,1.1,1.9,4.9,-16.5,92.0,-3.3,-38.2,94.2,8.8
O=C(OCC1OC(n2ccc(=O)[nH]c2=O)C(O)C1OC(=O)c1ccccc1)c1ccccc1 (stereo unspecified),11.3,1.1,-0.5,-3.5,-5.7,/,-1.4,-19.2,102.8,9.4
Cn1c(NNC(=O)CCC2CCCCC2)cc(=O)n(C)c1=O,0.2,-1.5,/,-0.2,2.6,93.4,-1.2,-6.0,89.3,5.3
O=C(CCC(=O)OCC(=O)c1ccccc1)Nc1cccc(Cl)c1,-4.0,6.6,-0.3,0.8,5.6,99.1,-0.5,-36.0,102.9,5.8
COCCNC(=S)N1CCc2cc(OC)c(OC)cc2C1COc1ccc(C(C)C)cc1 (stereo unspecified),-4.4,-0.8,/,-1.6,-5.0,67.3,-2.9,-37.5,73.9,4.5
Cc1c(C#N)c2ccccc2n1CC(=O)N1CCCC1,-5.3,4.0,0.4,1.6,-7.1,105.2,-2.5,-20.3,92.6,23.8
CCOC(=O)C1=C(O)/C(=C\c2ccc(CNC(=O)C(=O)Nc3ccccc3)o2)N=C1C,2.9,0.7,6.6,12.7,13.1,102.5,-2.4,-52.2,100.5,0.5
O=C(c1ccco1)N1CCN(c2cccc(Cl)c2)CC1,-8.1,4.2,-4.4,-4.4,7.7,97.8,-2.8,-23.8,94.3,2.8
COc1ccc(NC(=O)c2cc(CC(C)C)on2)cc1OC,-11.7,3.1,0.1,-1.5,0.7,96.0,0.6,-32.8,97.4,5.5
Cn1cccc1Cc1nnc(SCC(=O)NCc2ccccc2)n1-c1ccc(F)cc1,-13.6,1.6,0.1,4.5,-1.4,88.0,-0.6,-28.3,94.0,18.4
CCOc1ccccc1C1C(C(N)=O)=C(C)Nc2nc(CCCO)nn21 (stereo unspecified),6.3,3.5,1.1,-10.6,6.1,93.1,-1.1,-38.1,96.9,4.3
Cc1ccc(Cn2ccc(NC(=O)c3nn(C)cc3Cl)n2)cc1,-21.2,2.5,1.2,11.0,-22.3,103.8,1.2,-36.9,106.1,12.4

# Limited to Yeast life ext and HCT116 bCat-KO (4 entries from above):
Structure,Yeast life ext,HCT116 bCat-KO
N#CCCN(Cc1ccccc1)C(=S)NC(=O)c1ccccc1,4.6,39.0
O=C(c1ccco1)N1CCN(c2cccc(Cl)c2)CC1,-8.1,94.3
Cc1c(C#N)c2ccccc2n1CC(=O)N1CCCC1,-5.3,92.6
O=C(COC(=O)Cc1ccsc1)Nc1ccc(S(=O)(=O)N2CCOCC2)cc1,3.7,94.7

# Screening results as filed in PubChem.
